# Screening results as filed in PubChem.
# ABHD5-PLIN5 inh – blocks binding of human ABHD5 to perilipin-5. Split G. princeps luciferase complementation, luminescence, 4 h. inhibition, % at 4 µM. 360,000 compounds, 0.78% hits. AID 602281;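 active = inhibition above the mean inhibition across every tested compound plus 3 SD, cut at about 22% in these data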;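 note: 0% = DMSO only wells and the 100% control is not disclosed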
# Exocytosis inh – blocks lytic granule exocytosis; TALL-104 LAMP-1 surface exposure, flow cytometry; cells stimulated with thapsigargin and PMA; inhibition, % at 10 µM; 360,000 compounds, 0.66% hits; AID 651702;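 active = inhibition above about 55%, limit read from the data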
# H9c2 protect – myocardial damage modulation in H9c2 cells; H9c2 cardiomyocytes, H2O2 injury protection, ATPLite, 2 h; protection from H2O2 cell death, % at 20 µM; 360,000 compounds, 0.63% hits; AID 588492;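 active = compounds giving at least 50% protection of heart cells from peroxide-induced death in the single-dose screen, raw or plate-pattern-corrected value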;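 note: 0% = DMSO wells with peroxide and 100% = DMSO wells without peroxide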
# HTR2A ag – agonists of mouse serotonin 5-HT2A receptor (HTR2A). 360,000 compounds, 0.66% hits. activation, % at 7.6 µM. CHO-K1 mHTR2A beta-arrestin complementation, luminescence; percent of 30 µM serotonin response. P35363;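 active = activation above a run cutoff, the mean activation of all tested compounds plus 3 SD, cut at about 14% in these data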;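 note: 0% = plate median of compound wells and 100% = 30 µM serotonin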
# CaV13 FRET inh – Disruptors of the CACNA1D IQ motif to Ca2+-dependent inactivation inhibitor domain association, primary screening, Förster resonance energy transfer in intact living …. inhibition, % at 12.3 µM. HEK cells, CFP/YFP FRET ICDI-IQ, plate reader, 10 min; percent FRET-ratio fall versus neutral wells. AID 743397. 340,000 compounds, 0.098% hits;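 active = mean replicate inhibition of at least 30% and at least 1% of replicates passing that level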;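 note: 0% = median of the neutral control wells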
# N-glyco inh – blocks N-linked glycosylation in D54 reporter cells; D54 ERlucT glycosylation luciferase reporter, 24 h; percent of 100 nM tunicamycin response; reporter increase, % at 12.5 µM; 360,000 compounds, 0.23% hits;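 active = mean luciferase reporter signal, scaled so untreated is 0 and the glycosylation-blocking control 100, at or above a set limit in every replicate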;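 note: luciferase carries N-glycosylation sites so blocking glycosylation raises the light; 0% = median of neutral control wells and 100% = median of 100 nM tunicamycin wells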
# MC4R antag cAMP – blocks human MC4R cAMP signaling. P32245. inhibition, % at 6.5 µM. MC4R-expressing cells, MTII-stimulated cAMP, LANCE TR-FRET. 360,000 compounds, 0.48% hits;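 active = inhibition above its plate's cutoff, the mean of tested wells on that plate plus 3 SD, cut at about 29% in these data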;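 note: 0% = Melanotan II alone and 100% = Melanotan II plus saturating MCL0020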
# Target sequence (P32245 whole entry, looked up): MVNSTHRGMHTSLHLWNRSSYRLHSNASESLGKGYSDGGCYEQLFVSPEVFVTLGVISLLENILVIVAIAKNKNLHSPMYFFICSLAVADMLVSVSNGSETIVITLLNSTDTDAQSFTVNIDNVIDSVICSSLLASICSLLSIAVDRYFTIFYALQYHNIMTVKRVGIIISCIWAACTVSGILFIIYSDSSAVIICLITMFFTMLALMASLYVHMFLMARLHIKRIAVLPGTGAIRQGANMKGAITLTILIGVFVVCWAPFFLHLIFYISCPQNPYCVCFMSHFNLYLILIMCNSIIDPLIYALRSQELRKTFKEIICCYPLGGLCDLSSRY
#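 Test system: U2OS cells stably expressing human melanocortin 4 receptor (MC4R); also added: Melanotan II challenge; compound: 6.5 µM single dose; timing: 30-min compound preincubation, 1-h Melanotan II challenge, 1-h detection, room temperature; signal: Eu-cAMP/anti-cAMP TR-FRET, emission 671 nm; repeats: one well per compound, no replicates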
# PDI inh – PDI (human) enzyme inhibition. P07237. PDI insulin aggregation turbidity, A650, 90 min. inhibition, % at 10 µM. 350,000 compounds, 0.052% hits;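 active = mean inhibition across replicates of 30% or more, whatever share of single replicates reach that level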;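 note: absorbance from insulin aggregation driven by PDI reduction with DTT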
# Target sequence (P07237 whole entry, looked up): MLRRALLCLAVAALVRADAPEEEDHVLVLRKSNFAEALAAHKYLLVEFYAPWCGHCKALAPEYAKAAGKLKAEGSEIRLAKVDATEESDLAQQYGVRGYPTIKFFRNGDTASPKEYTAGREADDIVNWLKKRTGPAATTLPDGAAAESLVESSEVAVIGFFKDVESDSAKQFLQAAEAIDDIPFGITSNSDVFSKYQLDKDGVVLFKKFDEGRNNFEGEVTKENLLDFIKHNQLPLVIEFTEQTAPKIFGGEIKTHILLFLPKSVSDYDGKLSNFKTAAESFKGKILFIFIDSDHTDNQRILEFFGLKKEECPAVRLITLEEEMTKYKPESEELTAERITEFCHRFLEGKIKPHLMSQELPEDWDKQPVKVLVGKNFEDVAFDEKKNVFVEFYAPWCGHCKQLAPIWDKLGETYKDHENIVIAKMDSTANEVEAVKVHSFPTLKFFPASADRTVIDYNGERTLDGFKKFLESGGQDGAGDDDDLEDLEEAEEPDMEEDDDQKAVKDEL
# MC4R barr agon – agonists of human melanocortin 4 receptor (MC4R) beta-arrestin; P32245; U2OS MC4R beta-arrestin complementation, luminescence; percent of melanotan II response, DMSO zero; activation, % at 8.9 µM; 360,000 compounds, 0.98% hits; AID 540308;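 active = activation above a per-plate cutoff, the mean activation of sample wells on that plate plus 3 SD, cut at about 8% in these data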
# ABCB6 inh 2 – inhibitors of human ABC transporter ABCB6. Q9NP58. K562-ABCB6 porphyrin accumulation, flow cytometry, 1 h; stronger effect = lower value. fluorescence ratio to DMSO, % at 10 µM. 360,000 compounds, 0.19% hits;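 active = fluorescence ratio to DMSO below 75%, the collection mean minus 3 SD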;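 note: signal is porphyrin accumulated inside mitochondria; 100% equals median channel fluorescence of DMSO control wells; lower ratio means ABCB6 inhibition with less porphyrin fluorescence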
# * hit, by the source's call; x = no result given.
SMILES,ABHD5-PLIN5 inh,Exocytosis inh,H9c2 protect,HTR2A ag,CaV13 FRET inh,N-glyco inh,MC4R antag cAMP,PDI inh,MC4R barr agon,ABCB6 inh 2
CCCCCOCC(O)CCC(=O)NN (stereo unspecified),-1.6,1.7,2.7,-3.3,x,1.8,8.6,-4.0,-0.6,93.0
COc1ccc(C(=O)COC(=O)c2cc([N+](=O)[O-])ccc2N2CCOCC2)c(OC)c1,1.8,-2.9,14.7,-8.4,-7.9,-2.6,0.7,7.1,0.2,99.0
CCc1nnc(NS(=O)(=O)c2ccc(N/C=C/C(=O)c3ccc(C)cc3)cc2)s1,-3.2,-1.8,-0.4,-0.5,-4.6,3.3,8.8,-9.9,-1.0,98.0
CCOC(=O)C1=C(N)N2C(=O)CSC2=C(C(=O)OC)C1,-1.1,2.4,2.3,-2.1,x,0.0,13.4,-10.4,-1.6,102.0
CCCCCCCN1C(Nc2ccccc2)=NC[C@@H]1C,-1.6,-3.6,-2.0,4.8,-10.9,0.2,-0.4,-3.7,-0.4,99.0
O=C(CN1CCCC1=O)NC1CCCc2c1cnn2-c1cc(F)cc(F)c1 (stereo unspecified),4.4,-11.2,-1.1,3.4,-3.2,0.0,-2.9,0.5,0.8,96.0
CCOc1cccc2sc(N(CCN(C)C)C(=O)c3ccc4ccccc4c3)nc12,9.9,6.5,9.7,-10.0,x,0.4,4.1,5.5,1.0,96.0
CC(Oc1ccccc1F)C(=O)NNC(=O)C1CC(=O)N(c2ccc3c(c2)OCCO3)C1 (stereo unspecified),-8.6,-0.5,-2.7,-6.5,-5.3,-0.8,9.5,-2.0,-2.1,94.0
Cc1onc(-c2c(Cl)cccc2Cl)c1C(=O)Nc1nc(C(C)(C)C)cs1,-4.2,-0.8,2.6,-9.1,-4.3,-7.4,4.3,7.9,2.0,101.0
CCN1C(=O)/C(=C\N2CCN(c3cccc(Cl)c3)CC2)SC1=S,4.2,-2.4,-3.5,6.2,x,-0.4,9.9,-5.1,-2.5,100.0
COCCN1C(=O)C(=O)/C(=C(/O)c2ccc(S(=O)(=O)N3CCOCC3)cc2)C1c1cccc(Cl)c1 (stereo unspecified),1.5,-2.1,3.4,-2.5,-3.0,0.7,4.5,-4.7,-1.4,94.0
O=C(NCCN1CCOCC1)c1cc(-c2ccccc2)nc2ccccc12,-2.0,-1.7,4.2,-9.5,-16.0,0.0,-3.2,1.0,-0.3,100.0
CC(C)OC(=O)CSc1n[nH]c(-c2cccnc2)n1,7.6,-0.8,0.1,8.1,-5.2,-0.3,12.5,3.3,0.0,117.0
Cc1nc2nc(SCC(=O)NCc3ccco3)nn2c(C)c1Cc1ccccc1,7.1,-3.2,8.3,-1.6,-5.7,-0.6,4.0,4.3,-3.5,93.0
O=C(NCc1cccnc1)c1cc(C2CCCCN2C(=O)OCc2ccccc2)on1 (stereo unspecified),5.3,-14.3,4.8,-2.7,-4.8,-0.9,-0.7,-8.9,-0.3,92.0
O=S(=O)(c1ccc(Br)cc1)N1CCCc2ccccc21,-4.1,3.2,-11.3,-5.0,-19.5,2.5,4.5,2.1,-3.7,103.0
Cc1[nH]nc(N2CCCCCC2)c1[N+](=O)[O-],5.4,4.4,-5.0,0.6,-3.5,1.6,1.6,2.9,0.6,99.0
Cc1c(C(=O)O)sc2nc3n(c(=O)c12)CCCCC3,4.0,-2.6,6.1,0.8,-1.9,1.0,7.2,-4.3,-0.4,100.0
O=C(O)c1ccc2cc(-c3ccccc3)[nH]c2c1,-8.6,1.6,-1.0,-0.6,-17.4,-18.7,19.6,3.3,3.6,99.0
CC(=O)Nc1ccc(N2CCN(Cc3ccccc3)CC2)cc1,-5.1,-7.4,-1.4,7.2,-3.6,1.2,7.8,1.8,-1.5,99.0
Cn1c(CNS(=O)(=O)c2cccc(Cl)c2)cc(=O)n(C)c1=O,-3.5,-11.2,7.1,12.4,-2.1,0.0,2.9,0.1,-1.6,100.0
CC(=O)N=C1SC2CS(=O)(=O)CC2N1c1c(Cl)cccc1Cl (stereo unspecified),-6.5,-4.3,-5.4,-2.0,-2.5,2.7,2.8,13.4,2.3,95.0
NS(=O)(=O)c1ccc(CNS(=O)(=O)c2cc(Cl)ccc2Cl)cc1,-0.9,-0.8,1.2,-2.4,-16.5,2.7,-4.8,-0.2,-0.4,92.0
Cc1c(C(=O)NCCSCc2ccccc2Cl)cccc1[N+](=O)[O-],1.8,-1.0,-4.8,-5.0,-3.7,-3.5,5.0,1.1,0.0,94.0
CC(C)NC(=O)CSCc1ccccc1Cl,-0.9,-0.5,9.6,2.0,-4.0,-0.1,-0.6,-4.5,-1.7,103.0
O=C(Nc1ccc(Cc2ccncc2)cc1)C1CCC(N2C(=O)C3C4C=CC(C5CC45)C3C2=O)CC1 (stereo unspecified),-3.0,1.2,-0.8,11.1,-5.3,-0.8,2.0,-10.7,1.4,92.0
CCN(CC)C(=O)c1cccc(-c2csc(C(O)c3cccc(Cl)c3)n2)c1 (stereo unspecified),-2.4,-4.4,-25.2,-3.0,-4.5,-4.5,14.5,-12.4,3.5,94.0
COc1ccc2c(CC(=O)OCC(=O)c3ccc(F)cc3)coc2c1,1.5,-0.2,-11.2,-5.9,0.4,-0.8,-1.0,-10.8,3.6,88.0
CC(C)(C)n1nnnc1C(c1cc2ccccc2o1)N(CCC#N)Cc1ccccc1 (stereo unspecified),5.6,-3.1,x,42.0*,-6.1,x,x,x,x,95.0
C(=N\Nc1ccc2ccccc2n1)/c1ccc2c(c1)OCCO2,-2.8,-0.7,-23.6,-2.8,-12.8,-18.7,6.1,1.8,-2.9,94.0
CC1(C)Cc2c(sc(NC(=O)c3ccco3)c2C#N)CO1,2.4,-1.3,-11.8,-1.9,-5.2,-7.5,-5.4,8.7,0.8,95.0
COC(=O)CNc1nc(-c2cccnc2)nc2ccccc12,-2.5,3.0,35.5,1.1,-4.7,-3.5,-2.8,-10.5,-0.5,95.0
COc1ccc2cc3cc(C(=O)NC4CC4)sc3nc2c1,-4.7,-7.7,-14.1,-2.5,-14.9,-20.5,5.8,-5.0,-3.7,104.0
COc1ccc(OC)c(-c2cc(C(=O)NCCN3CCOCC3)no2)c1,-2.3,-1.2,13.5,-8.9,-5.5,0.2,4.4,-2.0,-0.7,97.0
CCC(C(=O)OCC(=O)N(CC)c1c(N)n(Cc2ccccc2)c(=O)[nH]c1=O)c1ccccc1 (stereo unspecified),1.3,-0.1,7.2,-3.0,-6.7,1.6,3.7,1.6,-4.3,102.0
Cc1cccnc1NC(=O)c1ccc(S(=O)(=O)N2CCCC2)cc1,-1.5,-2.4,2.1,0.8,-17.4,0.7,-4.5,-2.4,0.8,93.0
O=C(CCCCCn1c(=S)[nH]c2cc3c(cc2c1=O)OCO3)N1CCN(c2ccccc2)CC1,2.5,-12.5,-3.7,7.1,-14.7,-2.6,17.7,0.8,1.8,98.0
Cc1ccc(-c2csc3n[nH]c(=S)n23)cc1,-14.4,-4.9,-7.1,-0.6,x,-0.6,3.8,-0.6,-2.1,97.0
C/C(=C\c1cccc(Cl)c1)C(=O)c1c(C)cc(C)[nH]c1=O,0.9,4.5,4.5,2.0,-4.4,-2.5,-3.3,3.2,-0.1,96.0
CCS(=O)(=O)n1nc(-c2ccccc2)nc1SC,4.3,-2.8,-9.9,3.7,-9.0,3.7,1.0,-1.1,-0.2,94.0
CC1=Nn2c(nnc2-c2cccs2)SC1,-0.7,0.9,9.1,-0.3,-6.3,1.1,17.6,4.0,0.8,93.0
COc1ccc(S(=O)(=O)N2CCCCC2)cc1NC(=O)c1ccc2c(c1)OCO2,0.2,-1.1,1.9,4.0,-5.5,-6.0,0.6,6.9,-2.4,100.0
O=C(NNC(=O)C1CCN(S(=O)(=O)c2ccc(Cl)cc2)CC1)c1ccncc1,6.1,7.9,-2.2,2.3,3.3,-0.1,-4.3,3.9,5.5,93.0
CCOCCCNC(=O)C1CCN(S(=O)(=O)c2c(C)noc2/C=C\c2ccc(OC)cc2)CC1,-3.7,0.0,-1.0,-1.0,-4.2,-3.9,3.0,-1.1,-0.5,94.0
Cc1c(NC(=S)N/N=C/c2ccc(O)cc2)c(=O)n(-c2ccccc2)n1C,-2.5,-4.5,-2.0,-1.8,x,2.4,4.5,-6.6,-1.7,95.0
COc1ccc(S(=O)(=O)N2Cc3ccccc3CC2C(=O)N2CCOCC2)cc1 (stereo unspecified),-1.5,-4.2,7.4,-2.1,-6.9,0.0,-1.0,5.6,1.0,92.0
COC(=O)c1ccc(NS(=O)(=O)c2ccccc2)o1,5.0,1.8,-1.7,-1.4,10.0,1.3,-4.9,1.3,-1.6,95.0
CC(C)C(=O)OC1CCS(=O)(=O)c2sccc21 (stereo unspecified),-6.4,-4.5,8.3,2.9,-6.7,-0.5,7.1,0.4,-4.1,99.0
CCOc1ccccc1CN1CCN(Cc2ccc3cccc(OC)c3n2)CC1CCO (stereo unspecified),2.5,-2.0,18.8,-4.1,-8.9,3.0,0.4,4.3,-0.8,104.0
Cc1ccc(-n2c(=O)[nH]c3cc(C(=O)NC4CCN(Cc5ccccc5)CC4)ccc3c2=O)cc1,-1.8,-2.3,-0.3,-0.3,7.1,-4.8,3.5,-6.8,-1.5,92.0
CCOc1ccc(C(=O)NC2CC(C)(C)NC(C)(C)C2)cc1,6.4,9.3,3.7,2.9,-1.4,0.2,0.2,-2.7,0.0,95.0
CC(C)Cn1c(=O)c2c(nc3n2CCCN3Cc2ccccc2)n(C)c1=O,1.2,-9.9,0.4,-4.8,-3.7,4.1,12.6,7.5,1.8,90.0
COc1ccc(CCNC(=O)CSc2ccc(-c3ccco3)nn2)cc1OC,0.2,-1.6,1.4,4.3,-3.6,2.0,3.8,-3.3,0.1,100.0
CC(C)(C)OC(=O)N1CCC[C@H]1C(=O)N/N=C/c1ccc2ncccc2c1,1.0,-5.1,0.6,3.0,-4.8,-0.8,2.3,-7.6,-1.2,102.0
COc1cc([N+](=O)[O-])ccc1N/C=C/C(=O)c1cccs1,3.5,13.3,-22.7,-3.1,-11.0,-17.8,-9.8,3.1,4.7,97.0
COc1ccc(Nc2oc(COc3ccccc3OC)nc2C#N)cc1,-6.5,4.8,-5.8,0.6,-2.7,-18.1,4.7,-26.4,6.4,98.0
O=C(NCCS(=O)(=O)N1CCN(c2cccc(Cl)c2)CC1)c1ccco1,-4.7,3.4,0.5,1.7,-5.6,-0.7,23.5,-1.9,-1.4,96.0
